ELG1 genotoxic – inducers of genotoxicity in HEK293T ELG1-luciferase cells | HEK293T ELG1-luciferase reporter, luminescence, 16 h | Potency, µM (top dose mostly 46 µM), for inactives: at the top dose activity change, positive = activation, actives largely listed as activators | 330,000 tested, 1.3% active; also: potency is read from the fitted curve at half-maximal effect; % of control where 0% means no effect; nearly all actives have a fitted effect of over 60% in size
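Step 1: seed 2,000 HEK293T ELG1-luciferase cells per well. Step 2: add compound or DMSO, incubate 16 hr at 37 °C. Step 3: ONE-Glo, 30 min at room temperature, read luminescence.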
Giardia kill – Giardia lamblia killing. Giardia lamblia trophozoite viability. activity change, % at 7.66 µM, hits read low. 340,000 tested, 0.15% active. AID 540267; in the data active = activity change below about -80%; inconclusive = between about -30% and that limit;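 also: parasites exposed to compound for two days anaerobically before the ATP read; % is scaled to controls: 0 for no effect and ±100 for the full control effect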
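Each well holds 100 Giardia trophozoites and compound. After two days (48 hrs) at 37 deg C in anaerobic conditions, ATP is quantified by luminescence.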
Rab9 promoter act – Rab9 promoter activation; Huh7 Rab9 promoter-luciferase reporter, luminescence, 24 h; Potency, µM (series often up to 9.22 µM), for inactives: at the top dose activation, negative = inhibition, most hits filed as activators; 320,000 tested, 2.8% active; AID 485297; also: potency is read from the fitted curve at half-maximal effect; % of control where 0% means no effect; nearly all actives have a fitted effect of over 60% in size
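Huh7 reporter line, Rab9 promoter upstream of luciferase. Compound exposure 24 h at 37 °C in reduced-serum medium with 10% FBS. Read-out: luminescence.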
NPC1 prom act – activates the NPC1 promoter; Potency, µM (highest dose often 9.22 µM), for inactives: at the highest dose activation, actives largely listed as activators; 320,000 tested, 2.4% active; Huh7 NPC1 promoter luciferase reporter, 24 h;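 also: potency is read from the fitted curve at half-maximal effect; % of control where 0% means no effect; nearly all actives have a fitted effect of over 60% in size; reporter is driven by a mutant NPC1 promoter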
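Compounds in DMSO were transferred onto Huh7 NPC1-luciferase reporter cells pre-incubated 2 h; after 24 h at 37 °C, Amplite reagent was dispensed and luminescence recorded 10 min later.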
KCNH2 3.1 inh – KCNH2 3.1 (human) potassium channel inhibition. U2OS KCNH2 3.1, thallium flux FluxOr; active compounds read low. activity change, % (tested at about 1.8 µM). 340,000 tested, 0.95% active;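 active = maximum activity change below -70%; inconclusive = maximum activity change from -70% to -50%; inactive = maximum activity change above -50%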;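 also: thallium influx rate constant from kinetic fluorescence after stimulation buffer; % is scaled to controls: 0 for no effect and ±100 for the full control effect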
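Measured as rate of thallium-driven FluxOr signal in transduced U2OS cells carrying the 3.1 channel, read kinetically for 2 min upon stimulation; values are rate constants scaled to DMSO control wells.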
Tb PFK inh – blocks T. brucei phosphofructokinase. 330,000 tested, 0.17% active. Potency, µM (doses to about 57.5 µM), for the others: at the highest dose activity, negative = inhibition, usual class: inhibitors. T. brucei PFK, ADP-Glo luminescence;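 also: potency is read from the fitted curve at half-maximal effect; 0% = uninhibited 1x PFK enzyme wells and -100% = no-enzyme wells; nearly all actives have a fitted effect of over 60% in size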
Target sequence (O15648 whole entry, looked up): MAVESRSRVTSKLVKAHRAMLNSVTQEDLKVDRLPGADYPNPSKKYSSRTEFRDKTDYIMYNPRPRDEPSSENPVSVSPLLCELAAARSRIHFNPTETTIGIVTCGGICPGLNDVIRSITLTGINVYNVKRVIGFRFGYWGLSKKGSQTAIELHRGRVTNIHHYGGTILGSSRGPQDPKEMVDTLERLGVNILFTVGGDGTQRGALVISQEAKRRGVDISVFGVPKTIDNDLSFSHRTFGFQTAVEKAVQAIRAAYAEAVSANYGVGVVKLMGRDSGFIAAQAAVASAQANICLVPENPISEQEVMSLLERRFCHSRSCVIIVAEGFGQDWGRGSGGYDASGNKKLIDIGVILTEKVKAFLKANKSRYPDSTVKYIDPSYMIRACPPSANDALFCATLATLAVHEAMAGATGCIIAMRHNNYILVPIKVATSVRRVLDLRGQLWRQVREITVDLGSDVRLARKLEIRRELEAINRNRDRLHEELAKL
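Activity is normalized to no-enzyme wells (full inhibition) and 1.25 nM enzyme wells (no inhibition). Reaction: 0.5 mM F6P, 0.1 mM ATP, 45 min RT, ADP-Glo luminescence; concentration-response curves fitted and classed by quality.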
RORgamma inh – ROR gamma (mouse) transcription inhibition. Drosophila S2 Gal4-RORgamma UAS-luciferase reporter, 20 h. Potency, µM (series often up to 53.6 µM), without a hit: at the top dose activity change, negative = inhibition, usual class: inhibitors. 310,000 tested, 5.4% active; also: potency is read from the fitted curve at half-maximal effect; % is scaled to controls: 0 for no effect and ±100 for the full control effect; nearly all actives have a fitted effect of over 60% in size
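ROR gamma transcriptional activity was tracked as Gal4-UAS luciferase output in stably transfected Drosophila Schneider cells, with compound added 1 hr before 700 uM copper sulfate induction and a 20 hr ambient-temperature incubation.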
uPA surface inh – cell surface uPA generation inhibition | cell surface uPA generation assay, qHTS | Potency, µM (top dose mostly 38.3 µM), for inactives: at the top dose activity change, negative = inhibition, hits mostly inhibitors | 330,000 tested, 0.31% active; active = well fitted inhibition curve with a large enough effect; inconclusive = small, poorly fitted or top-dose-only effect; inactive = no such curve, though single readings can be large or run the other way; tested in mouse RAW 264.7 cells; also: potency is read from the fitted curve at half-maximal effect; % is scaled to controls: 0 for no effect and ±100 for the full control effect; nearly all actives have a fitted effect of over 55% in size
FBPA coupling cs – counter-screen for Giardia aldolase inhibitors: coupling enzyme system | coupling enzyme system counterscreen, AmpLite Red fluorescence | activity change, negative = inhibition, % at 58.2 µM, hits read low | 290,000 tested, 0.67% active | AID 2472; in the data active = activity change below about -30%; also: % is scaled to controls: 0 for no effect and ±100 for the full control effect
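Compounds tested against the coupling enzymes alone at 57.5 uM final; readout was AmpLite Red fluorescence (525/598 nm) after 20 min at RT.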
Gal4-VP16 FLuc – Gal4-VP16 reporter inhibition counter-screen; Drosophila S2 Gal4-VP16 UAS-luciferase, luminescence, 20 h; Potency, µM (doses to about 53.6 µM), inactives show top-dose activity, negative = inhibition, actives largely listed as inhibitors; 310,000 tested, 3.5% active; AID 2546;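 also: Gal4-VP16 expression switched on by copper sulfate through the metallothionein promoter; potency is read from the fitted curve at half-maximal effect; % is scaled to controls: 0 for no effect and ±100 for the full control effect; nearly all actives have a fitted effect of over 50% in size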
FLuc modulator – firefly luciferase modulation, counter-screen for miR-21 project. P08659. purified FLuc, Km substrates, luminescence inhibition. Potency, µM (highest dose often 57.5 µM), for inactives: at the highest dose activity change, negative = inhibition, hits mostly inhibitors. 360,000 tested, 6.9% active;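 also: potency is read from the fitted curve at half-maximal effect; plate controls were vehicle for no effect and reference inhibitor for full effect; nearly all actives have a fitted effect of over 55% in size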
Target sequence (P08659 whole entry, looked up): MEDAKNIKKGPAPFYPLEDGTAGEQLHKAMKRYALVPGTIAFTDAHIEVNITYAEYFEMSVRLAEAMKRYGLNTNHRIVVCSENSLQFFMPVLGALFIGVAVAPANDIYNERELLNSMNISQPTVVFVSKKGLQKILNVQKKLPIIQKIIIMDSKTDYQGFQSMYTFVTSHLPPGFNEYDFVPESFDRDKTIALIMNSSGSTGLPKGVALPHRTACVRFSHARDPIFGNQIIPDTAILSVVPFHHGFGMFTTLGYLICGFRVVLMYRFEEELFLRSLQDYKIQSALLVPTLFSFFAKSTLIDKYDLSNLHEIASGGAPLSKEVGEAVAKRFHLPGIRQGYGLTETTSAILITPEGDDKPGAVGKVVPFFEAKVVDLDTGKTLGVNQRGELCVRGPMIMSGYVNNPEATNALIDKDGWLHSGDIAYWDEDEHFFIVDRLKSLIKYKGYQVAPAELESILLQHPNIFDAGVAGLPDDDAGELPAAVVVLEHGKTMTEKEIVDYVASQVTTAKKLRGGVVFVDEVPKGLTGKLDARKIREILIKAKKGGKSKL
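Purified P. pyralis luciferase, 10 nM final, with Km-level 10 uM D-luciferin and 10 uM ATP in 50 mM Tris acetate pH 7.5, 10 mM Mg acetate, 0.01% Tween-20, 0.05% BSA; 6-point qHTS titration about 60 µM downward; luminescence read.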
Starred values were filed as active, the others as inactive; ? = inconclusive; . = no result given; [ ] = another dose, or the depositor's remark. Unless noted, calls follow the shape of the dose curve; as a rule, active = well fitted curve in the direction sought with a large enough effect; inconclusive = small, poorly fitted or top-dose-only effect, or another doubt; inactive = no such curve, though single readings can be large; an effect the other way counts as inactive or inconclusive.

Values run as follows: ELG1 genotoxic	Giardia kill	Rab9 promoter act	NPC1 prom act	KCNH2 3.1 inh	Tb PFK inh	RORgamma inh	uPA surface inh	FBPA coupling cs	Gal4-VP16 FLuc	FLuc modulator
- CN(Cc1ccc(F)cc1)C(=O)c1ccc2c(c1)NC(=O)CS2
 : 0%	14	-6%	-12%	-9	-3%	3%	0%	6	-3%	1%
- Cc1ccc(S(=O)(=O)N2CCCC2)cc1C(=O)NC1CCCCC1
 : 1%	-7	-1%	5%	10	-4%	.	8%	0	.	0%
- COc1ccc(-c2cc(N3C(=O)Nc4ccccc4N3O)n[nH]2)cc1
 : -3%	-16	9%	-1%	-17	0%	36%	-9%	0	-4%	11µM*
- CCOCCCNC(=O)c1ccccc1NC(=O)C1=C(C)OCCS1
 : -1%	-5	-9%	3%	1	-2%	5%	8%	0	5%	0%
- COC(=O)c1cc(C(=O)OC)cc(-n2c(C)cc(C(=O)CC#N)c2C)c1
 : .	24	.	.	-1	.	0%	2%	4	5%	-1%
- CC(C)(C)C(=O)Nc1cccc2[nH]ncc12
 : -2%	-7	-6%	1%	-5	-2%	-7%	3%	0	-6%	-2%
- COc1ccccc1CNC(=O)COC(=O)c1ccc([N+](=O)[O-])o1
 : -1%	9	-4%	-2%	0	-10%	.	-10%	.	.	.
- CCN(CC)c1nc(Nc2ccccc2)nc(Oc2ccc(C(=O)OC)cc2)n1
 : 2%	-12	0%	2%	-23	1%	17%	.	-5	?	0%
- COc1ccc(Cc2nnc(NS(=O)(=O)c3ccc(NC(C)=O)cc3)s2)cc1
 : -1%	10	10%	0%	3	1%	-26%	-1%	12	1%	-2%
- Cn1cnnc1SCC(=O)Nc1ccccc1
 : 5%	2	2%	0%	6	-6%	-31%	15%	-4	4%	-2%
- Cc1nnc(SCC(=O)Nc2cccc(S(=O)(=O)N(C)c3ccccc3)c2)s1
 : 0%	-17	-10%	-5%	4	0%	?	-29%	-10	?	?
- COc1ccc(OC)c(C=Nc2ccccc2-c2nc3ccccc3[nH]2)c1
 : ?	8	?	?	-6	0%	-35%	1%	-2	7%	4.8µM*
- O=C(O)c1cc(-c2ccc(Cl)s2)[nH]n1
 : 2%	6	3%	-6%	-6	17%	7%	0%	6	-4%	?
- Cc1cccc2c1cnn2C(=O)Nc1cc(F)ccc1F
 : ?	-17	0.28µM*	?	-1	0%	3%	-3%	-1	13%	0.67µM*
- CC(=O)Nc1cccc(NS(=O)(=O)c2cc3c4c(c2)CCN4C(=O)CC3)c1
 : 6%	7	-3%	-6%	2	-1%	.	8%	.	.	-1%
- O=C(O)CNC(=S)N(Cc1ccco1)Cc1ccccc1Cl
 : 0%	-2	1%	1%	1	2%	3%	-1%	10	1%	5%
- CCN(CC(=O)Nc1c(F)cccc1F)C(=O)c1cc(-c2cccs2)nn1-c1ccccc1
 : -8%	6	-3%	-1%	0	0%	.	5%	.	.	-14%
- CC(C)[C@H](NC(=O)c1ccccc1)C(=O)N1CCc2ccccc21
 : 9%	-11	-3%	0%	.	0%	-2%	0%	1	-4%	-1%
- COc1ccc(C2Nc3ccccc3C(=O)N2Cc2ccccc2)cc1CSc1ccccn1 (centres undefined)
 : 1%	5	-6%	-3%	-14	-2%	5%	0%	-2	2%	0%
- Cc1ccc(SCCSc2nc(N)cc(=O)[nH]2)cc1
 : 6%	16	13%	6%	9	0%	?	-7%	0	?	?
- C=CC[C@@H](Cc1ccc(F)cc1)C(=O)OC[C@@H]1CCCN1C(=O)[C@H](CC=C)CC(=O)N(CCO)Cc1ccccc1
 : -5%	6	.	.	-14	0%	.	-20%	.	.	.
- O=C(OC1CCCCC1=O)c1ccc(S(=O)(=O)Nc2ccccc2)cc1 (centres undefined)
 : -6%	-19	-12%	-1%	15	-4%	?	-1%	3	7%[10 µM]	-6%
- CC(=O)Nc1ccc(S(=O)(=O)NNC(=O)c2ccc3c(c2)OCO3)cc1
 : -8%	-13	1%	8%	.	1%	-5%	-1%	.	-8%	-3%
- COc1ccc(-c2cc(C(F)(F)F)nc(SCCC(=O)N3CCN4CCCC4C3)n2)cc1 (centres undefined)
 : -3%	-3	-4%	2%	-12	-16%	-1%	-1%	1	-7%	4%
- CCCOC(=O)/C=C/c1c(C)[nH]c(=O)[nH]c1=O
 : -2%	-19	-5%	-3%	1	1%	3%	1%	2	-9%	3%
- O=C(CSc1nc2ccccc2c(=O)n1Cc1ccc(F)cc1)NCC1CCCO1 (centres undefined)
 : 1%	-8	.	.	-13	-1%	.	-1%	.	.	.
- Cc1cc(Cl)ccc1OC(C)C(=O)N1CCCN(C(=O)C(C)Oc2ccc(Cl)cc2C)CC1 (centres undefined)
 : -8%	-20	-5%	-8%	-2	-3%	38%	-5%	-1	-13%	0%
- CCN(C(=O)COC(=O)c1ccc(O)cc1)c1cccc2ccccc12
 : -4%	-11	.	.	-4	-15%	.	-1%	.	.	.
- Cc1ccc(Oc2cc(C#N)c(C#N)cc2-n2nnc3ccccc32)cc1C
 : 2%	-14	-3%	-3%	-18	1%	-4%	5%	1	2%	-1%
- CCCn1c(NC(=O)CCS(=O)(=O)c2ccc(C)cc2)nc2ccccc21
 : -12%	-12	-4%	-3%	-16	7%	.	-1%	.	.	0%
- CC(Oc1ccc(Cl)cc1Cl)c1ccn[nH]1 (centres undefined)
 : 1%	-15	0%	-6%	3	-2%	5%	1%	-3	-7%[10 µM]	-12%
- C[C@H](CO)N1C[C@H](C)[C@@H](CN(C)S(=O)(=O)c2ccc(F)cc2)Oc2ccc(NC(=O)Nc3ccccc3)cc2C1=O
 : -6%	22	.	.	3	1%	.	3%	.	.	.
- COc1ccccc1CC(=O)Nc1cccc(S(=O)(=O)N2CCOCC2)c1
 : -2%	9	7%	0%	6	-3%	28%	2%	.	5%	0%
- CC1=NN(c2ccccc2)C(=O)/C1=C\c1cc(C)n(-c2ccccc2)c1C
 : ?	-11	23%	27%	-2	3%	11%	7%	1	3%	0.54µM*
- CCC(C)[C@H](NC(=O)[C@@H]1Cc2c([nH]c3ccccc23)C2c3ccccc3C(=O)N21)C(=O)NCC1CCCO1 (some centres undefined)
 : -8%	10	-4%	-6%	12	0%	33%	10%	-2	-7%	0%
- Nc1cc(C(=O)OCC(=O)NCCCc2ccccc2)ccc1Cl
 : 2%	-10	-3%[1.84 µM]	-1%	-13	7%	12%	0%	3	-3%	-5%
- CNC(=O)COc1coc(CN2CCN(c3ccc(OC)cc3)CC2)cc1=O
 : -1%	22	0%	3%	4	1%	-3%	0%	.	4%	3%
- COc1cccc(N(CC(=O)NCCSCc2ccc(C)cc2)S(C)(=O)=O)c1
 : -6%	-29	1%	-4%	23	1%	?	6%	0	7%	-3%
- COc1cc(OC)c(C2=NOC(C(=O)NCc3cccnc3)C2)cc1Cl (centres undefined)
 : 3%	1	-3%	-14%	-2	-1%	-12%[1.91 µM]	10µM*	-2	-9%	2%
- COC(=O)C(Cc1ccc(O)cc1)NC(=O)C(C)Oc1ccccc1 (centres undefined)
 : 0%	-9	-7%	0%	4	-1%	?	1%	-6	3%	1%
- CCN(CC(=O)Nc1ccc(NC(C)=O)cc1)C(=O)c1ccc(N2CCCC2)c([N+](=O)[O-])c1
 : 3%	2	3%	-1%	-5	-5%	.	-5%	.	.	?
- CN(C(=O)CN1C(=O)c2ccccc2S1(=O)=O)C1CCCCC1
 : ?	13	.	.	27	0%	.	-5%	.	.	.
- Cn1c2ccccc2c(=O)c2cc(C#CC3(O)CCCCC3)ccc21
 : 0.12µM*	?	?	?	.	-2%	11µM*	1.3µM*	-17	16µM*	0.076µM*
- COc1ccc2c(c1)c1nc3ccccc3nc1n2Cc1ccc(OC)c(OC)c1
 : 4%	6	-1%	0%	-3	10%	?	-13%	0	?	-1%
- C=C1CSc2nc(=O)c3c(C)c(C)sc3n21
 : 0%	-3	1%	1%	17	-8%	-23%	3%	2	-8%	0%
- Cc1cc(C)cc(NC(=O)C2CC(=O)n3ncnc3N2)c1 (centres undefined)
 : -2%	9	-11%	0%	0	-4%	-6%	15%	7	-4%	0%
- NNc1nc(Nc2ccccc2)nc(Nc2ccccc2)n1
 : -2%	-3	0%	9%	-15	5%	16µM*	-4%	-6	-24%	?

High-throughput results from PubChem BioAssay.
